TLR4-MyD88 BLA = TLR4-MyD88 interaction inhibition in cells | O00206+Q99836 | HeLa CL3-4 TLR4/MyD88 BLA complementation, FRET ratio | inhibition, % at 8.4 µM | actives 0.18% (n = 200,000); in the data active means inhibition above about 25%;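 further: 0% = vehicle and 100% = reference inhibitor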
Hsp70 act = transcriptional activators of Hsp70. AID 1203. activation, % at 10 µM. HeLa Hsp70 promoter luciferase reporter, luminescence; scaled: vehicle 0, proteasome-inhibitor control 100%. actives 0.04% (n = 200,000);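 active means activation above the mean across all tested compounds plus 3 SD, cutoff set per campaign, cut at about 5.5% in these data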;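 further: 100% = MG132 at 30 µM as the positive control and 0% = DMSO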
L major viab = reduces viability of Leishmania major promastigotes. resazurin fluorescence viability. inhibition, % at 10 µM. actives 9% (n = 200,000). AID 1063;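 further: promastigotes grown with compound for 44 hours at 28 °C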
DTT redox prof = compounds producing H2O2 with reducing agent – biochemical, NIH compound library profiling, artefact control for MLSCN library redox annotation, primary screen; DTT-dependent redox cycling H2O2, phenol red/HRP absorbance; 100% = 100 µM peroxide control, 0% = buffer; activation, % at 10 µM; actives 0.03% (n = 200,000);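 active means activation of at least 50% relative to the plate's high and low controls in the primary single-dose screen; inactive means activation below 50%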;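 further: compound incubated with DTT at 0.8 mM final as the reducing agent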
PMI activator = phosphomannose isomerase (human) activation; purified human PMI, coupled resazurin fluorescence, 20 min; active compounds read high; 1 = vehicle control, 0 substrate-free wells; activation factor at 20 µM; actives 0.005% (n = 190,000); AID 1214;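 active means activation factor of 2 or more at 20 µM, relative to plate controls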
Target sequence (P34949 whole entry, looked up): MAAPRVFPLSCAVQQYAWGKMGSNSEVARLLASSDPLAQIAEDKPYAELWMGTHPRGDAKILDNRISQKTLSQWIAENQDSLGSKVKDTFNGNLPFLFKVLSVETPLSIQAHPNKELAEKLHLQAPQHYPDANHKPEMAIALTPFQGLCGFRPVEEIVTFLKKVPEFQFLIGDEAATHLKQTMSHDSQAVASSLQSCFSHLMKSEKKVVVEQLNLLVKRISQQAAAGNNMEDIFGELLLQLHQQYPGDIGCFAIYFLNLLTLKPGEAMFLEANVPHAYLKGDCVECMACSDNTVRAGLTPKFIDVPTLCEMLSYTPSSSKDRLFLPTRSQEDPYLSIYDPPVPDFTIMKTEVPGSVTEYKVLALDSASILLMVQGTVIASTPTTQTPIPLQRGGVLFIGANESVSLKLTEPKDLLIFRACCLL
G6PDH CS = inhibits Leuconostoc G6PDH, flagging false hits in G6PDH-based assays | Purified L. mesenteroides G6PDH, diaphorase/resazurin coupled fluorescence, 45 min | inhibition, % at 5 µM | actives 0.12% (n = 200,000) | AID 1020
RAM inhibit = blocks the yeast RAM network. S. cerevisiae dse1pr::URA3 reporter, 5-FOA growth OD615, 2 d; analog-sensitive cbk1-as2 kinase mutant strain. inhibition, % at 50 µM. actives 1.8% (n = 190,000). AID 868;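 active means inhibition above a set limit, 3 SD over mean compound inhibition, cut at about 8.4% in these data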;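 further: 0% = DMSO-only wells with no growth and 100% = 10 µM 1-NA-PP1 full growth; inhibition rescues growth on 5-FOA so higher OD means more RAM inhibition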
Diaphorase inh = inhibits diaphorase or chemically oxidizes, flagging diaphorase assay artifacts; diaphorase resazurin-to-resorufin fluorescence, NADH, 16 min; bacterial (C. kluyveri) enzyme, not human; inhibition, % at 20 µM; actives 0.69% (n = 190,000); AID 1217;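 active means primary screen inhibition at 20 µM above a set limit, cut at about 50% in these data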;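 further: plate controls were DMSO with full reaction for no effect and wells lacking NADH for full effect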
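material = Clostridium kluyveri diaphorase enzyme | amount = 0.14 U/mL diaphorase, enzyme working solution | schedule = incubation 16 min, room temperature | detection = fluorescence of resorufin formed from resazurin, Ex 544/Em 590 nm | benchmarks = positive control minus NADH, DMSO neutral control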
PMI act hi M6P = increases human PMI activity with near-saturating mannose 6-phosphate; AID 1216; activation factor at 20 µM; P34949; actives 0.34% (n = 190,000); coupled PMI enzyme assay, resazurin fluorescence, 20 min; active compounds read high; 1 = untreated enzyme, 0 = substrate-free blank;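 active means activation factor of 2 or more at 20 µM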
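Test system: human phosphomannose isomerase with PGI, G6PDH, diaphorase coupling enzymes; Amount: PMI at 15 ng/mL final; Reagent: Mannose-6-phosphate 1.0 mM (near-saturating) plus 0.22 mM NADP+; Timing: 20 min, room temperature; Technique: resorufin fluorescence at Ex 544/Em 590 nm; Dosing: 20 µM single dose.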
Diaph act CS = counter-screen for diaphorase-based assays: diaphorase activators and chemical reducers. activation factor at 20 µM. Diaphorase/resazurin coupled assay, resorufin fluorescence, 16 min; active compounds read high; 1 = vehicle wells, 0 = NADH-free wells. AID 1229. actives 0.005% (n = 190,000);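 active means diaphorase activity raised at least twofold by the compound at 20 µM; inactive means activation factor below 2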
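test system = bacterial diaphorase enzyme (C. kluyveri) | quantity = enzyme 0.07 U/mL final | reagent = NADH substrate 0.114 mM plus resazurin dye 0.1 mM, final | incubation = 16 min enzyme reaction, ambient temperature | buffer or medium = HEPES pH 7.4 buffer with MgCl2 and Tween 20 | signal = fluorescence of resorufin, 544 nm excitation, 590 nm emission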
S1P3 antag = antagonists of human S1P3 receptor | CHO S1P3 NFAT-BLA reporter, FRET fluorescence, antagonist mode | Q99500 | inhibition, % at 4.98 µM | actives 0.27% (n = 170,000);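 active means inhibition above the plate cutoff, the mean inhibition of test wells on that plate plus 3 SD, cut at about 28% in these data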;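 further: cells challenged with S1P at its EC80 of 0.8 µM; blue over green emission ratio from cleaved BLA substrate after 4 h stimulation; 0% = S1P-stimulated wells and 100% = unstimulated DMSO-only wells; some compounds past the cut are filed as inactive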
Target sequence (Q99500 whole entry, looked up): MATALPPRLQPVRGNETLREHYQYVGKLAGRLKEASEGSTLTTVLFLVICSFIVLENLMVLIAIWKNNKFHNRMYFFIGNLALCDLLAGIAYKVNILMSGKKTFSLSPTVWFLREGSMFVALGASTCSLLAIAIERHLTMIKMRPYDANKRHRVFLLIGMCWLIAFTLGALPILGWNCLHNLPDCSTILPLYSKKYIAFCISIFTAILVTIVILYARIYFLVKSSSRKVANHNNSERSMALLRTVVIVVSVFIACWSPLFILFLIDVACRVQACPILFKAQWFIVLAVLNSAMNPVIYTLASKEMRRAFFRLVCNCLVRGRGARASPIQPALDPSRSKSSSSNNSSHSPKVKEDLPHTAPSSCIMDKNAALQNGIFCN
* = called active by the depositor; . = not tested or not shown. Unless noted, no stated cut-off is given here; in the data, active means inhibition above about 50%; inactive means the rest.

SMILES | TLR4-MyD88 BLA | Hsp70 act | L major viab | DTT redox prof | PMI activator | G6PDH CS | RAM inhibit | Diaphorase inh | PMI act hi M6P | Diaph act CS | S1P3 antag
CCOC(=O)C(CCCOc1cccc(CC)c1)C(=O)OCC | -4 | -0.1 | -2 | 1.0 | 0.9 | 9 | 1.4 | 16 | 0.9 | 0.8 | .
N#Cc1c(-c2ccco2)c2c([nH]c1=S)CCCC2 | . | . | . | . | 1.3 | -31 | 0.9 | 20 | 1.8 | 0.8 | .
NC(=O)c1ncc(C(F)(F)F)cc1Oc1cccnc1 | -1 | -0.3 | -5 | -1.1 | 0.9 | 6 | 0.7 | 10 | 1 | 0.9 | -14
Cc1cc(C)cc(NC2=NCC(=O)N2Cc2ccccc2)c1 | -2 | 0.1 | 20 | 0.1 | 1 | 3 | -0.5 | 18 | 1.2 | 0.8 | .
Cc1cc2nn(-c3cccc4ccccc34)nc2cc1N | 23 | -0.1 | 3 | 0.5 | 0.2 | -23 | 3.0 | 78* | 0.2 | 0.2 | -31
CCOC(=O)c1ccc(NC(=O)CC2COc3ccccc3O2)cc1 (stereo not drawn) | 18 | -0.1 | 0 | 0.6 | 0.9 | -3 | -0.5 | 18 | 0.9 | 0.8 | -1
O=C(COC(=O)c1ccc2c(c1)S(=O)(=O)c1ccccc1C2=O)NC1CC1 | 6 | 0.2 | -3 | -0.4 | 1.5 | 2 | 2.9 | 30 | 1.5 | 0.7 | -14
Cc1ccn2cc(C34CC5CC(CC(C5)C3)C4)nc2c1 | -7 | 0.0 | 60* | 0.3 | 0.9 | -2 | 1.6 | 13 | 1 | 0.9 | 5
CCOC(=O)c1c(CSc2ccc(C)cc2)n(C)c2cc(Br)c(O)c(CN(C)C)c12 | -15 | -0.2 | 71* | -0.9 | 0.9 | 6 | 1.3 | 16 | 0.9 | 0.8 | 8
CCN1C(=O)/C(=C2/Sc3ccccc3N2CC)S/C1=N\c1ncn[nH]1 | -15 | -0.2 | 36 | 0.5 | . | -2 | 3.2 | . | . | . | 3
COC(=O)C1=C(C(=O)c2ccccc2)C(c2ccccc2)n2nnnc2N1 (stereo not drawn) | 1 | -0.2 | 0 | -0.7 | 1 | 13 | 1.0 | 11 | 0.9 | 0.9 | -8
CCN(CC)C(=O)C1CCC(CNS(=O)(=O)c2cccc3cccnc23)CC1 (stereo not drawn) | -10 | -0.5 | -6 | -0.4 | 0.9 | 8 | -1.4 | 15 | 0.9 | 0.8 | -5
O=C(CCC(=O)N1CCOCC1)Nc1nnc(C2CCCCC2)s1 | -6 | 0.2 | -8 | 0.2 | 1 | 18 | 2.8 | 3 | 1.1 | 1 | .
O=C1CN(S(=O)(=O)c2cc(Cl)ccc2Cl)CCN1 | 5 | -0.4 | 9 | -0.3 | 1 | -1 | 0.6 | 6 | 1 | 0.9 | -17
CN1C(=O)C(CC(=O)NC2CCCCC2)SC1=Nc1ccccc1 (stereo not drawn) | -15 | -0.2 | -5 | -0.2 | 1.3 | 8 | 3.9 | -15 | 1.1 | 1.2 | -3

Retrieved by compound from the entries so far (4):
SMILES | TLR4-MyD88 BLA | Hsp70 act | L major viab | DTT redox prof | PMI activator | G6PDH CS | RAM inhibit | Diaphorase inh | PMI act hi M6P | Diaph act CS | S1P3 antag
CCN1C(=O)/C(=C2/Sc3ccccc3N2CC)S/C1=N\c1ncn[nH]1 | -15 | -0.2 | 36 | 0.5 | . | -2 | 3.2 | . | . | . | 3
CN1C(=O)C(CC(=O)NC2CCCCC2)SC1=Nc1ccccc1 (stereo not drawn) | -15 | -0.2 | -5 | -0.2 | 1.3 | 8 | 3.9 | -15 | 1.1 | 1.2 | -3
COC(=O)C1=C(C(=O)c2ccccc2)C(c2ccccc2)n2nnnc2N1 (stereo not drawn) | 1 | -0.2 | 0 | -0.7 | 1 | 13 | 1.0 | 11 | 0.9 | 0.9 | -8
Cc1ccn2cc(C34CC5CC(CC(C5)C3)C4)nc2c1 | -7 | 0.0 | 60* | 0.3 | 0.9 | -2 | 1.6 | 13 | 1 | 0.9 | 5

Later entries:
SMILES | TLR4-MyD88 BLA | Hsp70 act | L major viab | DTT redox prof | PMI activator | G6PDH CS | RAM inhibit | Diaphorase inh | PMI act hi M6P | Diaph act CS | S1P3 antag
COc1ccc(Br)cc1C(=O)Nc1cccc2ncccc12 | -4 | 0.0 | 0 | -1.0 | 0.8 | -4 | -0.9 | 10 | 0.8 | 0.9 | -7
CN(C)/C=C1/Sc2ccccc2C1=O | -10 | -0.3 | -10 | -0.7 | 1.1 | 1 | -1.1 | 2 | 1 | 1 | .
O=C1NC(c2ccccc2)CCC1(Cl)Cl (stereo not drawn) | 0 | -0.4 | -5 | -0.4 | 1.1 | -1 | 0.1 | -15 | 1 | 1.1 | 0
CN(C)/C=C1\C(=O)N(c2ccc(Cl)c(Cl)c2)CS1(=O)=O | 2 | 0.2 | -5 | -0.3 | 1.1 | 3 | 4.3 | -6 | 1.1 | 1.1 | 1
O=C(c1ccccc1)c1ccc2nc(N3CCN(C(=O)c4ccco4)CC3)c3nncn3c2c1 | . | . | 7 | -1.3 | 0.9 | 2 | 1.7 | 32 | 0.9 | 0.7 | 4
Cc1cccc(CN2CCc3c(OCC(=O)N4CCCc5ccccc54)cccc3C2=O)c1 | 4 | -0.3 | 28 | 1.8 | 0.8 | -32 | -1.0 | 30 | 0.8 | 0.7 | 1
CCOC(=O)C1CCCN(C(=O)c2cc(-c3ccc(C)cc3)on2)C1 (stereo not drawn) | -8 | -0.4 | -4 | 2.8 | 0.8 | 5 | -0.7 | 15 | 0.9 | 0.9 | 2
O=C1NC(=O)/C(=C\c2ccc(OCc3cnc(Cl)s3)cc2)S1 | 10 | -0.1 | -5 | 1.4 | 1 | 1 | 3.2 | 19 | 0.9 | 0.8 | 5
COc1ccccc1CNc1ccc(N2CCOCC2)c(C(=O)O)c1 | 4 | -0.4 | -6 | 0.9 | 0.9 | -20 | 0.3 | 17 | 0.9 | 0.8 | -23
CC(C)(C)n1nnnc1C(c1cccs1)N(Cc1ccccc1)Cc1ccco1 (stereo not drawn) | -1 | -0.5 | 12 | 0.0 | 0.9 | 1 | 9.6* | 14 | 0.9 | 0.9 | 12
CC(=O)Nc1ccc(NC(=O)CN(c2cccc([N+](=O)[O-])c2)S(C)(=O)=O)cc1 | -16 | 0.1 | -1 | -1.2 | 1 | 6 | 1.1 | 6 | 1 | 0.9 | -9
CCOc1ccccc1CN1CCN(Cc2cn(C)nc2-c2ccccc2)CC1CCO (stereo not drawn) | 8 | -0.3 | 1 | -0.5 | 1 | 9 | 3.2 | 7 | 1 | 0.9 | 1
O=C(Cn1cnc2ccccc2c1=O)Nc1ccc(S(=O)(=O)N2CCCC2)cc1 | 0 | 0.0 | -2 | 0.0 | 1 | 8 | 2.9 | 4 | 1 | 1 | -24
COc1cc(OC)cc(C(=O)Nc2ccc(S(=O)(=O)Nc3cc(C)on3)cc2)c1 | 3 | -0.2 | -4 | 0.2 | 1.1 | 7 | 4.0 | 13 | 1.1 | 0.9 | 10
Cc1cccc(C)c1OCC(O)CNS(=O)(=O)c1ccccc1C(=O)N1CCCCC1 (stereo not drawn) | 5 | -0.2 | -3 | 0.8 | 1 | 6 | 0.0 | 8 | 1 | 0.9 | .
Cc1cc(C)nc(NC(=O)C(c2ccccc2)c2ccccc2)n1 | -1 | -0.3 | 2 | 0.6 | 1 | 6 | 1.7 | 6 | 1 | 0.9 | .
CSc1ccc(N/N=C(/C#N)S(=O)(=O)C(C)(C)C)cc1 | 3 | -0.4 | -4 | 4.1 | 1.2 | 2 | 3.7 | 5 | 1.1 | 1 | -11
CN(Cc1ccccc1)S(=O)(=O)c1ccc(C(=O)Nc2nnc(C3CC3)o2)cc1 | -3 | -0.3 | 99* | -0.5 | 1 | 4 | 4.0 | 19 | 0.9 | 0.8 | 12
Cc1ccc(-c2nc3cccnc3s2)cc1NC(=O)c1ccco1 | 10 | 0.0 | -5 | 0.1 | . | . | . | . | . | . | -23
O/N=C1\CC(O)Cc2nonc21 (stereo not drawn) | -2 | 0.6 | -5 | 1.5 | 0.9 | 2 | 1.2 | 26 | 0.9 | 0.7 | -20
O=C(COc1ccc([N+](=O)[O-])cc1)Nc1ccc(N2CCCC2)cc1 | -4 | 0.0 | 86* | 0.6 | 1 | 1 | 2.7 | -5 | 0.9 | 1.1 | -4
O=C1N/C(=C/c2cccn2-c2ccccc2)C(=O)N1Cc1ccccc1F | -21 | -0.5 | 18 | 0.1 | 0.9 | -1 | 2.3 | 14 | 0.9 | 0.9 | -13
COc1ccc(S(=O)(=O)Nc2ccc3c(c2)OCO3)cc1Cl | -16 | -0.3 | 0 | 0.5 | 0.8 | -2 | 0.9 | 26 | 0.8 | 0.7 | -2
Cc1cc(NC(=O)C2C3C(=O)N(Cc4ccc(Cl)cc4)C(C(=O)NC(C)(C)C)C34C=CC2(C)O4)no1 (stereo not drawn) | -2 | -0.3 | -2 | 1.4 | 1 | 6 | -0.3 | 0 | 1.1 | 1 | .
CC(C)(C)c1csc(NC(=O)Cn2c(=O)oc3ccccc32)n1 | 7 | 0.1 | 22 | 0.6 | 0.9 | -7 | 1.7 | 13 | 0.9 | 0.9 | 7
CCCN1CCN(c2ncnc3c2nnn3Cc2ccccc2)CC1 | 0 | 0.0 | 97* | 1.8 | 1 | 15 | -0.8 | -4 | 1.1 | 1 | 14
COc1ccc(/C=C2/NC(=O)N(CC(=O)Nc3cccc(C)c3)C2=O)cc1O | -19 | -0.2 | 9 | -1.9 | 0.9 | 11 | 1.0 | 5 | 1 | 0.9 | -13
O=C(COC(=O)CCC(=O)c1cccs1)Nc1cc(S(=O)(=O)N2CCOCC2)ccc1Cl | 6 | 0.1 | 0 | 0.0 | 0.9 | 2 | 2.3 | 7 | 1 | 0.9 | .
CCOc1ccc(CN(C)CC(=O)c2c(N)n(Cc3ccccc3)c(=O)n(CC)c2=O)cc1OC | -7 | -0.1 | 1 | 0.7 | 0.9 | -2 | -0.3 | 8 | 1 | 0.9 | .
Cc1cccc(NC(=S)NNC(=O)c2csc3c2CCC(C)C3)c1 (stereo not drawn) | -15 | -0.3 | -9 | 0.1 | 1 | -5 | 2.9 | 6 | 1.1 | 0.9 | .
